From PubChem BioAssay
KOR beta-arrestin-1: KOR antagonists, beta-arrestin recruitment, cell-based, luminescence, uHTS (AID 1778). Kappa-type opioid receptor (Homo sapiens). KOR beta-arrestin recruitment, luminescence, antagonist mode; higher % means a stronger effect. one-dose inhibition, % at 10 µM; IC50 in µM for titrated hits. hit rate 0.091% among 290,000; note: strong numbers were not always called active
NOD2 inhibition: NOD2 signaling inhibitors, cell-based, luminescence, uHTS, HEK293 (AID 1566); hit rate 0.63% among 290,000; HEK293 NOD2/NF-kB luciferase reporter, luminescence; higher % means a stronger effect; inhibition, % at 4 µM; hits with a dose series show EC50 in µM; note: many of its hits are not listed in these tables
NOD1 inhibition: NOD1 signaling inhibitors, primary screen, cell-based, luminescence, uHTS (AID 1578); NOD1-driven NF-kB luciferase reporter cells, luminescence; higher % means a stronger effect; one-dose inhibition, % at 4 µM; EC50 in µM for titrated hits; hit rate 1% among 290,000; in the data active = inhibition mostly above about 36%, no sharp cut-off; inactive = mostly below about 34%;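 note: HEK-293T reporter cells stimulated with the NOD1 agonist gamma-tri-DAP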
T cell HTS: modulators of CD8 T cell-vesicle binding, primary screen, mouse 2C CD8+ T cells, flow cytometry; 2C CD8+ T cell-vesicle binding; hits give low values; calls only at 7 µM; hit rate 0.068% among 330,000; AID 2052, 2009;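 active = response, share of CD8 T cells binding vesicles, and their 90th percentile fluorescence all below set limits, cut at about 80% in these data, passing the limit was not always enough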
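Assay system – 2C mouse CD8+ T cells · Also added – QL9-loaded Drosophila micro-vesicles · Timing – Cell–vesicle co-incubation 1.5 h at 37 °C, staining 20 min on ice · Signal – flow cytometry of vesicle-bound cells · Measure – percent CD8+ FL2 mean versus row control · Controls – Peptide-free naked vesicles (low) and QL9 vesicles with 0.7% DMSO vehicle (high)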
GPR55 antagonists: GPR55 antagonists blocking LPI-driven arrestin recruitment, primary screen, imaging, U2OS, beta-arrestin-GFP, LPI agonist (AID 2013); hit rate 0.13% among 290,000; U2OS GPR55 beta-arrestin-GFP translocation imaging, LPI antagonism; higher % means a stronger effect; inhibition, % at 10 µM, or IC50 in µM where a hit was titrated; G-protein coupled receptor 55 (Homo sapiens);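 active = spots per cell inhibited over 60%, with over 100 cells counted and total cytoplasm intensity under 500,000; inconclusive = wells with under 100 cells, flagged as likely toxic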;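 note: U2OS cells stably carrying GPR55 and arrestin-GFP stimulated by 5 µM LPI near EC80; imaged beta-arrestin-GFP aggregate spots per cell after agonist stimulation; plate controls were LPI-stimulated DMSO wells for no effect and DMSO wells without LPI for full effect; some results filed as inactive read as strong as hits; confirmed hits need IC50 under 10 µM and bright autofluorescent wells are also inconclusive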
Myeloid diff 2: induction of myeloid progenitor differentiation, primary screen, cell-based, flow cytometry, MLPCN library. ER-HoxA9 myeloid progenitors, lysozyme-GFP differentiation. calls only at 10 µM. hit rate 1% among 360,000;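 active = normalized GFP-positive differentiation at or above the plate's own cutoff, the solvent-only control mean plus 3 SD; inconclusive = no clear call, values can overlap the other calls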;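 note: cells exposed to compound for four days before flow analysis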
NTR1 agonist: agonists of NTR1, primary screen, imaging, U2OS cells, beta-arrestin-GFP, high content (AID 493036); activation, % at 20 µM; hit rate 0.17% among 330,000; NTR1-U2OS beta-arrestin-GFP spot imaging, agonist mode; Neurotensin receptor type 1 (Homo sapiens), P30989;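 active = activation at or above 40% of the spot to cytoplasm intensity ratio, with at least 20 cells analyzed; inconclusive = wells under 20 cells, flagged as cytotoxic or low count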;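 note: 0% = DMSO without peptide and 100% = 100 nM NTR1 peptide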
Target sequence (P30989 whole entry, looked up): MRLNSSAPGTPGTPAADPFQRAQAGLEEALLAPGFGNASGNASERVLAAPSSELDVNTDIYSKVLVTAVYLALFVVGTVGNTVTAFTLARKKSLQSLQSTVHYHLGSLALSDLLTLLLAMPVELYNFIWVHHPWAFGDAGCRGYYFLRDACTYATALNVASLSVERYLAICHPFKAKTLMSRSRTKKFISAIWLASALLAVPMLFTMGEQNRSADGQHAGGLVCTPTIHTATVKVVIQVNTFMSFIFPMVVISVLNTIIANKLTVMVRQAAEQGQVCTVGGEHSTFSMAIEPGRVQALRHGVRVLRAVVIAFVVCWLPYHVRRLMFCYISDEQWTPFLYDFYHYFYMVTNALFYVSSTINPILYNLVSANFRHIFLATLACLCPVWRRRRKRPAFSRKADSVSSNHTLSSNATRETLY
GPR55 activation: GPR55 agonists via beta-arrestin recruitment, primary screen, imaging, U2OS cells, beta-arrestin-GFP redistribution (AID 1961); one-dose activation, % at 10 µM; EC50 in µM for titrated hits; hit rate 0.048% among 290,000; G-protein coupled receptor 55 (Homo sapiens); U2OS GPR55 beta-arrestin-GFP redistribution imaging; higher % means a stronger effect;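 active = activation above 40% with more than 50 cells counted in the well; inconclusive = wells holding fewer than 50 cells, flagged as toxic or sparse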;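 note: U2OS osteosarcoma cells stably expressing GPR55 and beta-arrestin-GFP; plate controls were DMSO negative control for no effect and LPI positive control for full effect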
KOR beta-arrestin-2: KOR agonists, beta-arrestin recruitment, primary screen, cell-based, luminescence, uHTS (AID 1777); KOR beta-arrestin recruitment, luminescence; higher % means a stronger effect; activation, % at 10 µM, or EC50 in µM where a hit was titrated; Kappa-type opioid receptor (Homo sapiens); hit rate 0.02% among 280,000; in the data active = activation above about 50%, passing the limit was not always enough; note: a part of the inactive calls stands beside numbers as strong as those of hits
T cell HTS vesicle-bound %: further read-out of T cell HTS, marked with its call; double positive events, %; measured here: CD8+ vesicle-bound cell fraction;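 binding gate set so that unloaded-vesicle control wells show 10% double positive cells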
NTR1 agonist cell count 20 µM: also measured in NTR1 agonist; calls as there; cell count; measured here: cell count, cytotoxicity flag
Myeloid diff 2 GFP+ MAC1+ %: also measured in Myeloid diff 2; calls as there; GFP+ MAC1+ double positive, %; measured here: differentiation confirmed by MAC1 staining
Active calls of the source: *; i = inactive; ? = inconclusive; · = not tested or not shown; [ ] = another dose, or the depositor's remark. Cut-off read from the data, not from the text of the source, unless noted: active = inhibition above about 50%; inactive = the rest.

SMILES | KOR beta-arrestin-1 | NOD2 inhibition | NOD1 inhibition | T cell HTS | T cell HTS vesicle-bound % | GPR55 antagonists | Myeloid diff 2 | Myeloid diff 2 GFP+ MAC1+ % | NTR1 agonist | NTR1 agonist cell count 20 µM | GPR55 activation | KOR beta-arrestin-2
COc1cccc(CNC(=O)C(CCSC)NS(=O)(=O)c2ccc3c(c2)oc(=O)n3C)c1 (stereo unspecified) | -8% | 5% | -18% | i | 17 | 9% | i | 6.1 | 0.7 | 60 | 1.0% | -4.6%
CN(C)CCNC(=O)c1onc(CSc2nc3ccccc3[nH]2)c1C(=O)NCCN(C)C | -12%[20 µM] | -31% | -26% | i | 39 | -13% | i | 0.4 | -6.3 | 98 | -0.2% | 0.4%
O=C(Nc1ccc(Cl)c(Cl)c1)OCCNC(=O)c1ccncc1 | 18% | 23% | -28% | i | 49 | -5% | i | 0.9 | 0.3 | 53 | 0.0% | -2.0%
O=C(NCc1cccnc1)/C(=C/c1ccc(-c2cccc(C(F)(F)F)c2)o1)NC(=O)c1ccccc1 | -28% | 17% | 12% | i | 46 | -2% | i | 2.2 | 3.1 | 96 | 0.3% | 1.0%
N#CC1=C(SCC(N)=O)NC2=C(C(=O)c3ccccc32)C1c1ccc(Cl)cc1 (stereo unspecified) | -16% | 29% | 42% | i | 59 | 21% | i | 0.3 | 19 | 83 | -0.1% | 3.9%
CC(=O)c1ccc(NC(=O)C2=CC(c3ccco3)=NS(=O)(=O)N2C)cc1 | 7% | 14% | -29% | i | 19 | -3% | i | 0.3 | -1.2 | 38 | 0.3% | 3.2%
COC(=O)[C@H](C)NC(=O)NCc1ccc(S(N)(=O)=O)cc1 | 6% | 11% | -3% | i | 51 | -3% | i | 0.3 | 2.3 | 72 | -0.1% | 2.7%
Cc1ccc2[nH]c(C(=O)O)c(NC(=O)CN3CCN(c4cccc(C)c4C)CC3)c2c1 | 7% | -22% | 2% | i | 17 | 17% | i | 0.8 | 1.0 | 61 | -0.2% | -3.5%
O=C(N/N=C/c1cccnc1)c1ccc(NC(=O)c2ccccc2Cl)cc1 | -52% | 5% | -7% | i | 17 | -10% | i | 0.9 | -0.4 | 57 | -0.1% | 2.0%
CCOC(=O)N1CCN(C(=O)C2CCN(Cc3ccc(OC)cc3OC)CC2)CC1 | -14% | -19% | 17% | i | 11 | -1% | i | 0.7 | 4.6 | 78 | -0.2% | 3.2%
CCc1ccc(-c2cc(C(=O)NN3CCOCC3)c3ccccc3n2)cc1 | 34% | -12% | -22% | i | 44 | -8% | i | 1.2 | -0.5 | 50 | -0.1% | 0.7%
COc1ccc(CCCc2nnc(SCc3nc4ccccc4c(=O)[nH]3)n2C)cc1 | 0% | 10% | -12% | i | 56 | 13% | i | 0.3 | -0.2 | 39 | -0.3% | -2.2%
CCc1ccc(N(CC(=O)O)S(=O)(=O)c2c(C)noc2C)cc1 | -5% | 8% | -30% | i | 10 | -6% | i | 1.1 | -1.5 | 58 | -0.2% | -0.6%
COc1ccc(/C(O)=C2/C(=O)C(=O)N(Cc3cccnc3)C2c2ccccn2)cc1 (stereo unspecified) | 7% | 17% | -20% | i | 33 | 0% | i | 1.3 | -0.1 | 54 | 0.0% | -1.1%
COc1ccccc1NC(=O)c1ccccc1Nc1ccccc1 | -34% | 3% | -5% | i | 62 | 29% | i | 0.6 | 4.7 | 109 | 0.0% | 0.7%
CCc1c(C(=O)N/N=C/c2ccco2)nnn1-c1nonc1N | -5% | 9% | -28% | i | 19 | 4% | i | 0.2 | 0.1 | 39 | -0.2% | -2.6%
CC(=O)N1c2ccc(S(=O)(=O)N3CCC(C(=O)NC4CCCCC4)CC3)cc2CC1C (stereo unspecified) | -36% | 7% | -6% | i | 14 | 8% | i | 3.0 | 0.6 | 69 | -0.1% | -4.7%
CC(=O)c1c(C)[nH]c(C(=O)NCc2ccc(C)cc2)c1C | -16% | 3% | -35% | i | 53 | -3% | i | 1.3 | -2.5 | 60 | 0.0% | 0.3%
CCOc1ccc(N2C(=O)/C(=C/c3ccccc3)N=C2SC)cc1 | 1% | -36% | -23% | i | 44 | -1% | i | 0.3 | 14 | 61 | -0.3% | 2.0%
CCCC(=O)Nc1ccc(C2C(=O)c3ccccc3C2=O)cc1 | -35%[20 µM] | -19% | -9% | i | 62 | -2% | i | 0.8 | -0.9 | 43 | 0.6% | 1.4%
CCCC1(c2ccccc2)NC(=O)N(CC(=O)Nc2cc(OC)cc(OC)c2)C1=O (stereo unspecified) | -31% | 5% | -3% | i | 26 | -6% | ? | · | 0.0 | 49 | 0.7% | 8.6%
O=C(CSC1=NCCS1)NCc1ccco1 | -35% | -1% | -24% | i | 27 | 5% | i | 0.4 | -0.9 | 51 | -0.5% | -1.2%
COc1cc(NC(=O)CN(C)S(=O)(=O)c2ccc3c(c2)CC(C)N3C(C)=O)cc(OC)c1 (stereo unspecified) | -23% | 17% | 5% | i | 8 | -33% | i | 1.4 | -0.8 | 65 | -0.1% | 0.6%
Oc1[nH]c2ccc(Br)cc2c1N=NC(=S)NCC1CCCO1 (stereo unspecified) | -13% | 14% | 7% | i | 16 | 9% | i | 0.6 | 9.6 | 42 | 0.6% | 0.3%
CC(C)CCCNc1nc(N2CCOCC2)nc(N2CCOCC2)n1 | 13% | 6% | -21% | i | 46 | 3% | i | 2.0 | -1.6 | 82 | -0.1% | -4.1%

Compounds from the list above with a Cl atom:
SMILES | KOR beta-arrestin-1 | NOD2 inhibition | NOD1 inhibition | T cell HTS | T cell HTS vesicle-bound % | GPR55 antagonists | Myeloid diff 2 | Myeloid diff 2 GFP+ MAC1+ % | NTR1 agonist | NTR1 agonist cell count 20 µM | GPR55 activation | KOR beta-arrestin-2
O=C(Nc1ccc(Cl)c(Cl)c1)OCCNC(=O)c1ccncc1 | 18% | 23% | -28% | i | 49 | -5% | i | 0.9 | 0.3 | 53 | 0.0% | -2.0%
N#CC1=C(SCC(N)=O)NC2=C(C(=O)c3ccccc32)C1c1ccc(Cl)cc1 (stereo unspecified) | -16% | 29% | 42% | i | 59 | 21% | i | 0.3 | 19 | 83 | -0.1% | 3.9%
O=C(N/N=C/c1cccnc1)c1ccc(NC(=O)c2ccccc2Cl)cc1 | -52% | 5% | -7% | i | 17 | -10% | i | 0.9 | -0.4 | 57 | -0.1% | 2.0%

Following part.
SMILES | KOR beta-arrestin-1 | NOD2 inhibition | NOD1 inhibition | T cell HTS | T cell HTS vesicle-bound % | GPR55 antagonists | Myeloid diff 2 | Myeloid diff 2 GFP+ MAC1+ % | NTR1 agonist | NTR1 agonist cell count 20 µM | GPR55 activation | KOR beta-arrestin-2
Cc1nn(-c2ccccc2)c(C)c1/C=N/N1CCN(c2ccccc2)CC1 | -28% | 6% | -16% | · | · | 6% | i | 1.3 | 12 | 50 | -0.3% | -1.8%
Cc1cccc(N(Cc2ccccc2)C(=O)c2ccccc2S(C)(=O)=O)c1 | 4% | 1% | -10% | i | 59 | -2% | i | 5.4 | 0.4 | 64 | -0.2% | 7.2%
CCNC(=O)NC(=O)COC(=O)CCCSc1nc2ccccc2s1 | 20% | 33% | 7% | i | 46 | 12% | i | 0.0 | -0.1 | 46 | 0.0% | 3.7%
CCCCn1nnnc1SCC(=O)c1cc(Cl)ccc1OC | 13% | 20% | 11% | i | 24 | 0% | i | 0.6 | 3.0 | 51 | -0.1% | -5.8%
C=CCNC(=S)NC(=O)c1csc([N+](=O)[O-])c1 | -15% | 10% | -4% | i | 21 | -6% | i | 0.5 | -0.3 | 47 | 0.3% | 6.0%
O=C(CN1CCOCC1)NCCNS(=O)(=O)c1ccccc1 | -1% | 7% | -1% | i | 12 | 11% | i | 0.6 | -0.1 | 44 | -0.1% | -0.9%
O=C(NCCNC(=O)C1CC2CCC1C2)C1CC2CCC1C2 (stereo unspecified) | 9% | 2% | · | i | 41 | 10% | i | 0.4 | -0.6 | 75 | 0.2% | 2.9%
COc1ccc(C(C)=O)cc1CC(=O)N(Cc1ccccc1)c1ccccc1 | 13% | 2% | 21% | i | 23 | 5% | i | 2.6 | -1.1 | 58 | 0.3% | -5.4%
COc1ccc(NC(=O)C2CCN(S(=O)(=O)c3c(C)noc3C)CC2)cc1 | -36% | 13% | -13% | i | 20 | 3% | i | 1.5 | 0.5 | 49 | 0.0% | 26%
Nc1c(-c2ccccc2)c(CSc2nc3ccccc3[nH]2)nn1-c1ccc(Cl)cc1 | -20% | 27% | 70% | i | 37 | -7% | i | 0.8 | · | · | -0.4% | 24%
COc1ccc(C(=O)Nc2ccc(OC)c([N+](=O)[O-])c2)cc1Br | -31%[20 µM] | 2% | -42% | i | 58 | 9% | i | 0.0 | 3.5 | 78 | -0.1% | -2.5%
CCCc1ncc(C(O)(c2ccccc2)c2ccccc2)n1C | 20% | 6% | -13% | i | 60 | 13% | i | 0.1 | 1.2 | 50 | 0.1% | -0.3%
Cc1cccc(C)c1Nc1nnc(SCC(=O)Nc2sccc2C#N)s1 | -26% | 2% | -16% | i | 57 | 8% | i | 0.8 | -0.2 | 83 | 0.4% | 0.2%
Cc1cc(C(=O)Nc2c(F)cc(F)cc2Br)c(C)o1 | -9% | -6% | -20% | i | 25 | -7% | i | 2.4 | 0.7 | 90 | 0.0% | 2.9%
Cn1cnnc1SCC(=O)NNC(=O)COc1ccc(Cl)cc1 | 4% | 15% | -22% | i | 11 | -12% | i | 0.9 | -0.2 | 43 | -0.6% | -2.5%
COc1ccc(CCNC(=O)C(=O)N2CCCC2)cc1OC | -59%[20 µM] | 8% | -26% | i | 32 | 0% | i | 0.4 | -0.6 | 56 | -0.1% | -4.5%
CC(C)[C@H](NC(=O)N1CCn2c1nc1ccccc12)C(=O)N1CCCCC1 | · | 18% | -15% | i | 9 | 2% | i | 3.0 | -0.2 | 65 | -0.1% | ·

Some entries already given, limited to KOR beta-arrestin-1.
compound	KOR beta-arrestin-1
O=C(CN1CCOCC1)NCCNS(=O)(=O)c1ccccc1	-1%
O=C(NCCNC(=O)C1CC2CCC1C2)C1CC2CCC1C2 (stereo unspecified)	9%

Not all compounds are listed, so the mix of outcomes need not match the whole.
